Bioassay records deposited in PubChem by National Center for Advancing Translational Sciences (NCATS).
TDP1 cell CPT – growth inhibition of DT40 Tdp1-/-;hTDP1 cells with camptothecin (screen for TDP1 inhibitors); Potency, µM (series often up to 46.2 µM), without a hit: top-dose activity change, negative = growth inhibition, usual class: inhibitors; chicken DT40 Tdp1-/-;hTDP1 cells + 20 nM CPT, ATP luminescence, 48 h; 420,000 tested, 12% active; further: nearly all actives have a fitted effect of over 55% in size
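Chicken DT40 Tdp1-/- cells stably complemented with human TDP1 were seeded at 400 cells/well in medium containing 20 nM camptothecin, exposed to pin-transferred compounds, and grown at 37 °C for at least 48 hr. Viability was read as ATP luminescence.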
TDP1 block – blocks human tyrosyl-DNA phosphodiesterase 1 | AID 485290 | recombinant TDP1, AlphaScreen DNA substrate cleavage | Q9NUW8 | Potency, µM (series often up to 130 µM), for inactives: at the highest dose activity change, negative = inhibition, most hits filed as inhibitors | 350,000 tested, 0.28% active; further: nearly all actives have a fitted effect of over 40% in size
Target sequence (Q9NUW8 whole entry, looked up): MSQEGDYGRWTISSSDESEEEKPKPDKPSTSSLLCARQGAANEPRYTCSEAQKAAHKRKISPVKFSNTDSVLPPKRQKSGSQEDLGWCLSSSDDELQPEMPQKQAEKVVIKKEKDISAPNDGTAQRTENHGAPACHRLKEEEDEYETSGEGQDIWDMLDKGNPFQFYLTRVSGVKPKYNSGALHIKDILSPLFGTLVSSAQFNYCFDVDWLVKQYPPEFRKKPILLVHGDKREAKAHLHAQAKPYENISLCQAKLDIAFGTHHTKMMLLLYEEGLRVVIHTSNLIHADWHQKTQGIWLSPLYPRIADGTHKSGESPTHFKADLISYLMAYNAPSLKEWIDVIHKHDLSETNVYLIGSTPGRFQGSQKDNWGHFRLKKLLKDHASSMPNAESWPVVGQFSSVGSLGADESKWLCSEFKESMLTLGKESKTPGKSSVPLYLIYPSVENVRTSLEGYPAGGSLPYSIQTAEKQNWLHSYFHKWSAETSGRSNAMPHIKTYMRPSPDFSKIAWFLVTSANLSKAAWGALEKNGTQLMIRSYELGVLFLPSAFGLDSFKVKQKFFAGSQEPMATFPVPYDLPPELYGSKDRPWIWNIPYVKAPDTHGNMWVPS
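Tdp1 1 nM final; 15 min RT w/ cpd; substrate 15 nM, 5 min; beads 10 ug/ml, 10 min; AlphaScreen read. Neg ctrl: no enzyme.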
TDP1 cell noCPT – qHTS for Inhibitors of human tyrosyl-DNA phosphodiesterase 1 (TDP1): qHTS in cells in absence of CPT; DT40 Tdp1-/- hTDP1 cells, no CPT, ATP luminescence, 48 h; Potency, µM (series often up to 46.2 µM), for the others: top-dose activity change, negative = growth inhibition, usual class: inhibitors; 420,000 tested, 15% active; AID 686978, 2013; further: nearly all actives have a fitted effect of over 55% in size
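Luminescent ATP content (CellTiter-Glo) served as the growth readout. Knockout chicken DT40 cells expressing human TDP1 were exposed to compounds without camptothecin for a minimum 48 hr at 37 °C.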
Starred values were filed as active, the others as inactive; ? = inconclusive; nt = no result given; & = joins results of further samples; ! = not confirmed by another sample; [ ] = another dose, or the depositor's remark. The call rests on the fitted dose curve; in most records, active means well fitted curve in the direction sought with a large enough effect; inconclusive means small, poorly fitted or top-dose-only effect, or another doubt; inactive means no such curve, though single readings can be large; an effect the other way counts as inactive or inconclusive. On the % scale 0 is the no-effect control and ±100 the full control effect; potency means the concentration at half of the fitted maximal effect.

SMILES | TDP1 cell CPT | TDP1 block | TDP1 cell noCPT
Cc1ccc(CNC(=O)C(=O)NCC2OCCN2S(=O)(=O)c2ccc(Cl)cc2)cc1 (stereo not drawn) | ? | nt | ?
CCC1CCCCN1CCCNC(=O)CN1C(=O)CSc2ccc(S(=O)(=O)N3CCC(C)CC3)cc21 (stereo not drawn) | ? | 4.8%&5.2% | 23.1µM*!
CC1CCc2nc(/C(C#N)=C/c3cccnc3)sc2C1 (stereo not drawn) | 20.6µM* | 1.8% | ?
O=C(CN1C(=O)COc2ccc(S(=O)(=O)N3CCCCC3)cc21)NCc1ccccc1Cl | -10.0%&-10.3% | -0.3%&-2.6% | 0.9%&-18.7%
COC(=O)c1ccccc1NC(=O)c1noc2c1CCCC2 | -17.5% | 4.4% | -11.7%
Cc1ccc(S(=O)(=O)N(CC(=O)N2CCc3ccccc3C2)c2ccc(Cl)c(Cl)c2)cc1 | ? | -5.5% | ?
Cc1ccc(S(=O)(=O)Oc2ccccc2[N+](=O)[O-])cc1 | -1.7% | nt | ?
COC(=O)N1CCCCC1c1cc(C(=O)NCc2cccnc2)no1 (stereo not drawn) | -4.2% | nt | -0.6%
C#CC[N+]1(CC#Cc2cccc(C)c2)CCCCC1 | 2.59µM* | 7.9% | 2.31µM*
CN(C)CCC(Oc1ccccc1OCc1ccccc1)c1ccccc1 (stereo not drawn) | ? | nt | 16.4µM*

(next part)
SMILES | TDP1 cell CPT | TDP1 block | TDP1 cell noCPT
O=C(Nc1ccc2oc(-c3cccnc3)nc2c1)c1ccc([N+](=O)[O-])o1 | 6.51µM* | 7.1% | 8.2µM*
O=C(NCc1n[nH]c(=S)n1-c1ccc(F)cc1)c1ccc(S(=O)(=O)N2CCCCC2)cc1 | -1.0% | 4.7% | 11.3%
CC(C)NC(=O)C1(C)CN(S(C)(=O)=O)CC(=O)N1CCc1ccc(O)cc1 (stereo not drawn) | -0.8% | nt | -1.6%
COc1cccc(CNC(=O)c2ccc(CNS(=O)(=O)c3ccc(C)cc3)cc2)c1 | ? | 5.2% | ?
COc1cc(C(=O)Nc2ccccn2)cc(OC)c1OC | -1.3% | 0.0% | -7.7%
CN1CCN(C(c2ccc(Cl)cc2)c2cc(Cl)c3cccnc3c2O)CC1 (stereo not drawn) | ? | -5.1% | 16.4µM*
COc1ccc(CNC(=O)CSc2nnc3c(Cl)cc(C(F)(F)F)cn23)cc1OC | 7.5% | -2.8% | -1.2%
COc1ccc(N2CCN(c3oc(COc4ccccc4Cl)nc3C#N)CC2)cc1 | ? | 8.2% | ?
COc1ccc(-c2sc3cc(OC)c(OC)cc3c2-c2ccc(O)cc2)cc1 | ? | 4.8% | ?
Cc1ccc(NC(=O)CS(=O)(=O)c2cn(C)c3ccccc23)c(C)c1 | -3.7% | nt | -6.1%

Brought forward from above: 2 compounds, followed by the next part.
SMILES | TDP1 cell CPT | TDP1 block | TDP1 cell noCPT
COc1ccc(-c2sc3cc(OC)c(OC)cc3c2-c2ccc(O)cc2)cc1 | ? | 4.8% | ?
Cc1ccc(NC(=O)CS(=O)(=O)c2cn(C)c3ccccc23)c(C)c1 | -3.7% | nt | -6.1%
CCOC(=O)Cc1csc(NC(=O)CCc2ccc(S(=O)(=O)N3CCOCC3)cc2)n1 | ? | 6.2% | ?
O=C1c2[nH]c3ccccc3c2CC1N1C(=O)c2ccccc2C1=O (stereo not drawn) | -13.8% | nt | ?
CC12CCC(=O)N1C(C(=O)Nc1nnc(SCc3ccccc3F)s1)CS2 (stereo not drawn) | -24.8% | 11.1% | -21.2%
C=CCn1c(=O)c2ccccc2n2c(SCC(=O)NC(C)C)nnc12 | -4.5% | nt | 11.4%
COc1ccc2c(ccc[n+]2[O-])c1 | -3.5% | nt | 7.4%
O=C(CN1CCOCC1)Nc1ccc(-c2nc3ccccc3[nH]2)cc1 | -11.8% | -1.5% | -0.8%
COc1ccccc1CN(C)C(=O)CSc1nnc(C2CC2)n1C1CC1 | ? | 0.8% | 16.4µM*
Cc1nc(-c2ccc(S(=O)(=O)Nc3ccccc3C)cc2)co1 | ? | 4.9% | -19.5%
Cc1cc(NCC2CCCCC2)nc2ccccc12 | ? | 9.1% | 23.1µM*
COCCOC(=O)C1=C(C)N=C2SCCC(=O)N2C1c1cccs1 (stereo not drawn) | 5.7% | 2.4% | 11.2%

(further entries)
SMILES | TDP1 cell CPT | TDP1 block | TDP1 cell noCPT
Cc1ccc(/C=N\NC(=O)c2ccc(Cn3cc(Br)c([N+](=O)[O-])n3)o2)o1 | 3.2% | 3.0% | -5.1%
O=C(CN1CCCCC1)NNc1nc(-c2ccccc2)c2cc(Br)ccc2n1 | -6.4% | 2.5% | -7.7%
COC(=O)c1ccc(NC(=O)CN(c2ccc(OC)cc2)S(C)(=O)=O)cc1 | -15.2% | 4.3% | ?
CN(c1ccc(OC(=O)CN2C(=O)NC3(CCCC3)C2=O)cc1)S(=O)(=O)c1ccccc1 | -1.1% | nt | 6.3%
Cc1ccc(S(=O)(=O)N/N=C/c2cccc([N+](=O)[O-])c2)cc1 | -23.4% | 2.8% | -29.5%
O=C(Nc1ccc2c(c1)OCCO2)N1CCOCC1 | 25.6% | 3.8% | 3.5%
O=C(NCc1ccccn1)C(C(=O)c1ccc(F)cc1)n1ccccc1=O (stereo not drawn) | 0.9% | -1.0% | -0.3%
O=C(/C=C/c1ccccc1)NCCS(=O)(=O)N1CCN(c2ccc(F)cc2)CC1 | -24.4% | 0.4% | -15.4%
CCOC(=O)CSC1=NC(=O)/C(=C\c2ccc(Cl)cc2)S1 | 4.61µM* | 0.0% | 7.31µM*
COc1ccc(C2=CC(=O)CC(c3ccc(F)cc3)C2)cn1 (stereo not drawn) | 14.6µM* | nt | ?

Molecules listed so far that have a thiophene ring, fused or not (2):
SMILES | TDP1 cell CPT | TDP1 block | TDP1 cell noCPT
COc1ccc(-c2sc3cc(OC)c(OC)cc3c2-c2ccc(O)cc2)cc1 | ? | 4.8% | ?
COCCOC(=O)C1=C(C)N=C2SCCC(=O)N2C1c1cccs1 (stereo not drawn) | 5.7% | 2.4% | 11.2%

Following part:
SMILES | TDP1 cell CPT | TDP1 block | TDP1 cell noCPT
CCOCCCNC(=O)C(c1ccc(OC)cc1)N(Cc1ccc2c(c1)OCO2)C(=O)c1cnccn1 (stereo not drawn) | -28.0% | 7.7% | -22.7%
Cc1noc(C)c1C(=O)Nc1nc(-c2ccc(F)c(F)c2)cs1 | -25.8% | 1.1% | -29.2%
O=C(Nc1cc(-c2ccc(Cl)cc2)no1)c1ccc(F)cc1 | -10.2% | 7.4% | -5.8%
Cc1ccccc1C(=O)N1CCN(c2ccc(NC(=O)c3cccc(OC(C)C)c3)cc2)CC1 | 3.66µM* | 5.8% | 3.26µM*
CCCCn1c(N)c(N(C)C(=O)c2cc3c(s2)CCCCC3)c(=O)[nH]c1=O | -0.9% | 0.8% | 8.4%
Cc1ccc(OCC(=O)N(Cc2ccco2)Cc2ccc(C)o2)cc1 | 16.4µM* | 7.0% | 16.4µM*
COc1ccccc1-c1coc2cc(OC(=O)/C=C/c3ccccc3)ccc2c1=O | -29.5% | 1.4% | -20.5%
C=CCc1cccc2cc(C(=O)Nc3ccccc3C(=O)O)c(=O)oc12 | ? | -4.9% | ?
Cc1cc(Cl)ccc1OCC(=O)NCCC(=O)O | -19.5% | 1.0% | ?
COc1ccc(CCNC(=O)CNS(=O)(=O)c2cccs2)cc1OC | -6.5% | 2.3% | -0.6%

(further entries)
SMILES | TDP1 cell CPT | TDP1 block | TDP1 cell noCPT
COc1ccccc1Nc1cc(C)nc(Nc2ccccc2OC)n1 | 20.6µM* | 0.4% | 23.1µM*
CCc1ccc(OCC2c3cc(OC)c(OC)cc3CCN2C(=O)COc2ccccc2)cc1 (stereo not drawn) | ? | 7.8% | 16.4µM*
Cc1ccc(-n2nc3c(=O)n(CCCC(=O)NCCc4ccccc4Cl)nc(C)c3c2C)cc1 | 8.2µM* | -2.8% | 14.6µM*
Cc1ccc2nc(NC(=O)c3ccc(N4C(=O)CCC4=O)cc3)sc2c1 | 19.2% | 4.7% | -2.8%
Cc1cccc(NC(=O)CSc2nc(N)c(NC(=O)c3ccccc3F)c(=O)[nH]2)c1 | -5.6% | 3.4% | -5.3%
COc1ccc(CN2C[C@H](Cc3ccccc3)[C@@H](CC(=O)Nc3ccccc3)C2=O)cc1 | 22.4µM* | nt | 15.8µM*
CC(NC(=O)c1ccc2c(c1)CCN2S(C)(=O)=O)c1ccccc1 (stereo not drawn) | ? | 2.3% | ?
CCN(CC)S(=O)(=O)c1cccc(NC(=O)COC(=O)c2[nH]c(C)c(C(C)=O)c2C)c1 | 1.84µM* | nt | 1.03µM*
Cc1ccc(N2C(=O)[C@@H]3C(C(=O)CCN4C(=O)c5ccccc5C4=O)=NN[C@@H]3C2=O)cc1 | 0.4% | 3.2% | 1.0%
COc1ccc([C@@H]2CC=C(C(=O)O)[C@H](c3ccc(Br)cc3)N2S(=O)(=O)c2ccc(C)cc2)cc1OC | 9.1% | 1.4% | -5.4%

One compound at a time (already shown).
Profile of `Cc1ccc(-n2nc3c(=O)n(CCCC(=O)NCCc4ccccc4Cl)nc(C)c3c2C)cc1` = TDP1 cell CPT = 8.2µM*; TDP1 block = -2.8%; TDP1 cell noCPT = 14.6µM*
Profile of `O=C1c2[nH]c3ccccc3c2CC1N1C(=O)c2ccccc2C1=O` (stereo not drawn) = TDP1 cell CPT = -13.8%; TDP1 block = nt; TDP1 cell noCPT = ?

(listing goes on)
SMILES | TDP1 cell CPT | TDP1 block | TDP1 cell noCPT
Fc1ccccc1Cn1nnc2c(-n3ccnc3)ncnc21 | -12.5% | 6.7% | ?
Cc1ccc(/C=C2\Oc3cc(OCC(=O)NN)ccc3C2=O)o1 | -7.9% | nt | -19.1%
COc1ccccc1Nc1nc(-c2cccc([N+](=O)[O-])c2)cs1 | ? | 11.2% | ?
COc1cccc(NC(=O)Nn2cnnc2)c1 | -6.1% | 2.9%[56.1 µM] | 22.5%
COc1cc2nc(SCc3ccc(C(F)(F)F)cc3)n(Cc3cccs3)c(=N)c2cc1OC | -5.4% | 6.3% | 20.9%
CC1=CC2=C(OC1N(C)C)c1cccc3cccc(c13)C2=O (stereo not drawn) | -28.0% | -2.3% | ?
Cc1nc2ccn(Cc3cccnc3)c(=O)c2cc1C(=O)N1CCN(c2ccccc2)CC1 | -1.0% | 4.5% | -0.7%
CCOC(=O)c1sc2nc(Cc3ccc(Cl)cc3)[nH]c(=S)c2c1C | ? | -0.6% | ?
Nc1[nH]c(=O)[nH]c(=O)c1N=Cc1ccccc1 | ? | nt | -4.0%
Cc1ccc(Cn2c(=O)c3ccccc3n3c(CCC(=O)NCCN4CCOCC4)nnc23)cc1 | -9.2% | 1.8% | -5.1%

Continued:
SMILES | TDP1 cell CPT | TDP1 block | TDP1 cell noCPT
O=C(N1CCCC1)C12CC3CC(CC(Cl)(C3)C1)C2 | ? | nt | ?
Cc1ccc(OCCOCCN(C)C)c(Cl)c1 | 7.3% | -2.7% | 6.4%
O=C(Nc1cc(C(F)(F)F)ccc1N1CCOCC1)c1cnccn1 | -10.1% | 0.9% | 1.3%
CCOC(=O)CSc1nc2ccc(C)cc2[nH]1 | -1.7% | 5.0% | -12.5%
CCOC(=O)c1ccc(CN(Cc2ccc(F)cc2)S(=O)(=O)c2ccc(F)c(C(=O)Nc3ccc(Cl)cc3F)c2)cc1 | 11.1% | 7.8% | -9.1%
O=C(Nc1ccc(Oc2ncnc3cc(Cl)ccc23)nc1)Nc1cccc(C(F)(F)F)c1 | 0.9% | nt | -3.2%
CC1CN(C(=O)c2cc(S(=O)(=O)N3CCCCC3)ccc2Cl)CC(C)O1 (stereo not drawn) | 16.4µM* | -0.3% | 11.6µM*
O=C(CSc1nnc2scc(-c3ccccc3)n12)NCc1ccc2c(c1)OCO2 | -18.4% | 2.2% | 10.8%
CCOC(=O)CN(Cc1ccccc1)C(C(=O)NC1CCCCC1)c1ccc(C)cc1 (stereo not drawn) | ? | -2.9% | ?
COc1ccc(C2(OC)Oc3cc(OC)ccc3C(=O)C2(O)OC)cc1 (stereo not drawn) | 23.1µM* | nt | ?
O=C1C2C3C=CC(C2C(=O)N1C1CCCCC1)C1C2C(=O)N(C4CCCCC4)C(=O)C2C31 (stereo not drawn) | ? | 5.4% | ?
Cc1cc(C(F)(F)F)nc(SCC(=O)c2cccc([N+](=O)[O-])c2)n1 | -29.3% | 4.3% | -21.4%
COC(=O)c1c(NC(=O)Cc2ccc(OC)c(S(=O)(=O)N3CCOCC3)c2)sc(C)c1C | ? | 7.1% | ?
